Screens (PubChem BioAssay)
VEEV TC-83 Vero = inhibitors of VEEV TC-83 cytopathic effect, confirmation, Vero cells (AID 588727); Vero cells, VEEV TC-83 cytopathic effect inhibition; higher % means a stronger effect; one-dose inhibition, % at 20 µM; IC50 in µM for titrated hits; 350,000 tested, 0.13% active; in the data active means a potency from the dose series; inconclusive means inhibition mostly from about 14% at the one dose, without a potency; inactive means the rest, 99 in 100 with inhibition below about 12%; further: strong numbers were not always called active
H37Rv inhibition = M. tuberculosis growth inhibition, HTS (AID 449762). M. tuberculosis H37Rv growth inhibition, 7H9 media; higher % means a stronger effect. 330,000 tested, 0.59% active. inhibition, % at 25 µM, or IC50 in µM where a hit was titrated; in the data active means a potency from the dose series; inconclusive means inhibition above about 70% without an active follow-up result;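 further: bacterial growth assessed after seven days of incubation; strong numbers were not always called active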
PhoP GFP inhibition = Inhibition of PhoP regulon, Salmonella typhi GFP reporter cells, confirmation, 4 h (AID 1850) | 310,000 tested, 0.33% active | inhibition, % at 50 µM, or IC50 in µM where a hit was titrated | Salmonella Typhi PhoP-promoter GFP reporter, fluorescence, 4 h; higher % means a stronger effect; in the data active means a potency from the dose series; inconclusive means inhibition mostly from about 25% at the one dose, without a potency; inactive means the rest, 99 in 100 with inhibition below about 19%;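 further: 0% = induced wells with vehicle and 100% = uninduced wells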
H1N1 NS1A inhibition = NS1A inhibition, H1N1 influenza, cell based functional assay (AID 504329) | 340,000 tested, 0.3% active | inhibition, % at 12.5 µM; hits with a dose series show IC50 in µM | NS1A functional cell-based assay, percent inhibition; higher % means a stronger effect; in the data active means a potency from the dose series; inconclusive means inhibition above about 27% without an active follow-up result; further: strong numbers were not always called active
tuberculosis growth = growth inhibition of non-replicating M. tuberculosis (AID 488890); Mycobacterium tuberculosis non-replicating, growth inhibition; higher % means a stronger effect; inhibition, % at 25 µM; hits with a dose series show IC50 in µM; 320,000 tested, 0.39% active; in the data active means a potency from the dose series; inconclusive means inhibition mostly from about 82% at the one dose, without a potency; inactive means the rest, 99 in 100 with inhibition below about 76%;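 further: plate controls were DMSO cells for no effect and high antibiotic wells for full effect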
VEEV TC-83 Vero 10K pilot screen = further read-out of VEEV TC-83 Vero, marked with its call; inhibition, %; measured here: 10K pilot screen inhibition
* marks the source's active call; other numbers are inactive results; i = inactive; ? = inconclusive; · = not tested or not shown. No enrichment for hits; 1.4% or so of the library scored in one or more.

SMILES	VEEV TC-83 Vero	H37Rv inhibition	PhoP GFP inhibition	H1N1 NS1A inhibition	tuberculosis growth	others
CN(C)c1ccc(/C=N/Nc2nncc3ccccc23)cc1	2.4%	-3%	-4%	7%	-7%
CC(C(=O)OCC(=O)c1ccccc1)N1C(=O)C2C3CCC(C3)C2C1=O (configuration not stated)	0.7%	-2%	-12%	-1%	98%
O=C(NC1CCN(S(=O)(=O)c2ccc(F)cc2)CC1)c1ccc(F)cc1	i	7%	-7%	-5%	-2%
COc1ccc(OC)c(/C=N/NC(=O)c2csc3ccccc23)c1	6.4%	-1%	9%	-5%	5%
CCc1ccc(/C=C2\SC(=S)N(CCCC(=O)Nc3ccccn3)C2=O)cc1	2.7%	0%	-18%	23%	13%
CC(C)(C)c1ccc(OCC(=O)NCc2ccco2)c(Br)c1	4.0%	-5%	-12%	10%	45%
COc1ccc(CN=C2NN=C(c3ccc(Cl)cc3)CS2)cc1	i	2%	3%	-9%	i
Cc1ccc(N2CC(C(=O)Nc3nnc(SCC(=O)NCC4CCCO4)s3)CC2=O)cc1C (configuration not stated)	6.1%	-8%	-4%	-7%	20%
O=C(NC(Cc1ccccc1)C(=O)O)/C(=C/c1ccc([N+](=O)[O-])cc1)NC(=O)c1ccco1 (configuration not stated)	2.2%	8%	-7%	-6%	-22%
CC1Sc2ccc(S(=O)(=O)N3CCN(c4cccc(Cl)c4)CC3)cc2NC1=O (configuration not stated)	2.7%	2%	-4%	1%	2%
CCCCn1c(N)c(N(CC(C)C)C(=O)CSCC(=O)Nc2ccc(C)cc2)c(=O)[nH]c1=O	2.4%	-2%	·	-14%	23%
COc1ccc(C2c3c(-c4cc(Cl)c(C)cc4O)n[nH]c3C(=O)N2Cc2cccnc2)cc1OC (configuration not stated)	i	1%	-6%	22%	2%
c1ccn2cc(CSc3nnc4ccccn34)nc2c1	1.2%	-7%	-5%	-17%	0%
COc1ccc(CCC(=O)OCC(=O)Nc2sccc2C(N)=O)cc1OC	8.1%	-3%	·	-2%	7%
Cc1ccc(C)c(NC(=O)Cn2nnc(C(=O)Nc3c(C)cccc3C)c2N)c1	1.1%	-7%	2%	-150%	-11%
O=C(N/N=C/c1ccc(OC(F)F)cc1)c1ccc(Br)cc1	0.4%	2%	0%	1%	4%
CC(=O)Nc1ccc(S(=O)(=O)N(C)CC(=O)N(C)Cc2sccc2C)cc1	0.8%	-16%	·	0%	10%
COc1ccccc1NC(=O)C(C)N1C(=O)c2ccccc2C1=O (configuration not stated)	0.6%	-3%	-6%	3%	-2%
COc1ccccc1CNC(=O)c1ccc(C)s1	0.9%	0%	-2%	-2%	60%
CCOc1ccc(OCCCC(=O)N(C)CC(=O)Nc2ccccc2Br)cc1	0.8%	-4%	·	-17%	17%
Cn1c(=O)oc2ccccc2c1=O	0.3%	·	·	-7%	·
CN(Cc1ccccc1)C(=O)c1nc[nH]c1C(=O)N1CCN(C(=O)OC(C)(C)C)CC1	1.3%	-2%	·	-4%	8%
CCOC(=O)C(C)Oc1cccc2c(=O)n(CC(=O)NCc3ccc4c(c3)OCO4)ccc12 (configuration not stated)	9.7%	-2%	-2%	-24%	-14%
O=C(/C=C/c1ccccc1[N+](=O)[O-])c1ccccc1Br	?	?	7%	0%	?

Arranged by molar mass (highest first): six of the compounds above
SMILES	VEEV TC-83 Vero	H37Rv inhibition	PhoP GFP inhibition	H1N1 NS1A inhibition	tuberculosis growth	others
CCOC(=O)C(C)Oc1cccc2c(=O)n(CC(=O)NCc3ccc4c(c3)OCO4)ccc12 (configuration not stated)	9.7%	-2%	-2%	-24%	-14%
CC(=O)Nc1ccc(S(=O)(=O)N(C)CC(=O)N(C)Cc2sccc2C)cc1	0.8%	-16%	·	0%	10%
Cc1ccc(C)c(NC(=O)Cn2nnc(C(=O)Nc3c(C)cccc3C)c2N)c1	1.1%	-7%	2%	-150%	-11%
O=C(/C=C/c1ccccc1[N+](=O)[O-])c1ccccc1Br	?	?	7%	0%	?
c1ccn2cc(CSc3nnc4ccccn34)nc2c1	1.2%	-7%	-5%	-17%	0%
Cn1c(=O)oc2ccccc2c1=O	0.3%	·	·	-7%	·

The listing continues:
SMILES	VEEV TC-83 Vero	H37Rv inhibition	PhoP GFP inhibition	H1N1 NS1A inhibition	tuberculosis growth	others
Cc1c(C(=O)N2CCCCC2)sc(NC(=O)C2CC2)c1C#N	i	9%	-6%	0%	-3%
Cn1c(SCC(=O)N2CCOCC2)nnc1-c1cnccn1	i	-6%	0%	-2%	-3%
Fc1ccc(C(c2nnnn2CCc2ccccc2)N2CCCc3ccccc32)cc1 (configuration not stated)	1.0%	10%	-4%	4%	2%
Clc1ccc(-c2noc(CN3CCOCC3)n2)cc1	i	3%	3%	·	46%
O=C(NN1CCOCC1)c1sc2cccc(F)c2c1Cl	0.6%	1%	10%	-2%	-7%
COc1ccc(C2N(S(=O)(=O)c3ccc(C)cc3)CCN2S(=O)(=O)c2ccc(C)cc2)cc1	i	-5%	-4%	1%	19%
Cc1cccc(C(C)C)c1NC(=O)CSc1ncnc2[nH]ncc12	7.0%	-16%	·	-14%	10%
CCOC(=O)c1ccc(NC(=O)CSc2nnc(CNC(=O)c3c(F)cccc3Cl)o2)cc1	1.0%	33%	5%	-5%	-1%	VEEV TC-83 Vero 10K pilot screen=1.8
COc1ccc(Cl)cc1NC(=O)CCN1CCN(Cc2ccccc2)CC1	1.1%	6%	-2%	-8%	71%
O=C(CNS(=O)(=O)c1ccccc1)Nc1ccccc1Br	i	-2%	-8%	-10%	2%
Cc1cc(C)c(C)c(/C=C(/C#N)C(N)=S)c1C	2.7%	-18%	4%	2%	21%
N#CCCn1c(SCC(=O)NCC2CCCO2)nc2ccccc21 (configuration not stated)	1.1%	-3%	9%	-2%	3%

The last 4 records of the part above lead into the next:
SMILES	VEEV TC-83 Vero	H37Rv inhibition	PhoP GFP inhibition	H1N1 NS1A inhibition	tuberculosis growth	others
COc1ccc(Cl)cc1NC(=O)CCN1CCN(Cc2ccccc2)CC1	1.1%	6%	-2%	-8%	71%
O=C(CNS(=O)(=O)c1ccccc1)Nc1ccccc1Br	i	-2%	-8%	-10%	2%
Cc1cc(C)c(C)c(/C=C(/C#N)C(N)=S)c1C	2.7%	-18%	4%	2%	21%
N#CCCn1c(SCC(=O)NCC2CCCO2)nc2ccccc21 (configuration not stated)	1.1%	-3%	9%	-2%	3%
Cc1ccc(-n2cc3ccc([N+](=O)[O-])cc3n2)cc1	4.0%	-3%	-1%	10%	33%
COc1ccc(NS(=O)(=O)Cc2ccccc2)cc1OC	i	3%	-7%	4%	-3%
Cc1cc(=O)oc(C)c1C(=O)N1CCCCC1	i	-1%	22%	6%	-7%
C/C(=C\c1ccccc1)CN1CCN(Cc2ccc(C)o2)C(CCO)C1 (configuration not stated)	1.2%	2%	4%	4%	16%
COc1cccc(C(=O)NC2CC3CCC(C2)N3Cc2ccccc2)c1 (configuration not stated)	1.2%	-12%	-7%	-1%	-13%
COc1cc(CN2CCN(Cc3ccc(C)cc3)C(CCO)C2)ccc1O (configuration not stated)	0.2%	3%	4%	-3%	10%
Cc1nc2ccccn2c1C(=O)c1ccccc1	0.6%	-4%	4%	-12%	8%
CC(C)(C)OC(=O)N/N=C\c1ccc([N+](=O)[O-])s1	i	?	-1%	2%	i
Cc1ccc(C(=O)O/N=C/c2c(C(F)(F)F)nn(C)c2Sc2ccc(Cl)cc2)cc1	4.1%	-1%	-8%	-6%	-6%	VEEV TC-83 Vero 10K pilot screen=1.7
COC(=O)Cc1c(C)c2ccc(OC3CCCCC3=O)cc2oc1=O (configuration not stated)	1.2%	8%	0%	-7%	-3%
Cc1cccn2c(=O)nc(SCC(=O)NCc3ccccc3Cl)nc12	3.5%	-6%	6%	-5%	-14%
CCN(Cc1nc2ccccc2c(=O)[nH]1)C(=O)c1ccc(C)c(NC(=O)c2ccco2)c1	i	-3%	·	-6%	40%
C=CC[C@@H](CC(=O)OC(C)(C)C)C(=O)OC[C@H]1CCCN1C(=O)[C@@H](CC=C)CC(=O)NCCO	i	-7%	·	-5%	-3%
NC(=O)c1ccsc1NC(=O)COC(=O)C1CC2CCCC(C1)C2=O (configuration not stated)	3.1%	2%	4%	6%	8%
COc1ccc(CCNCc2ccc(F)cc2)cc1OC	i	-5%	7%	20%	-9%
CCC(CCCO)CCC[C@H](C)CCC1OCCO1 (some centres not stated)	0.6%	3%	·	6%	24%
Cc1ccc(F)cc1NC(=O)CSc1nc(Nc2ccccc2)nc(N2CCOCC2)n1	0.9%	0%	-11%	23%	6%
Cc1sc(N/N=C/C=C/c2ccccc2)nc1-c1ccccc1	2.1%	34%	2%	5%	58%
CCOC(=O)c1c(C)[nH]c(C(=O)COC(=O)c2oc3ccccc3c2C)c1C	i	8%	-6%	-3%	6%
N#CCSc1nc(N)c(C#N)c(C2CCCCC2)c1C#N	4.1%	5%	3%	-20%	23%
Cc1ccc(Oc2ccc(Oc3ccc(C)cc3)nn2)cc1	1.2%	2%	6%	16%	49%
COP(=O)(c1ccc(N(C)C)cc1)C(O)c1ccccc1 (configuration not stated)	0.3%	0%	6%	-6%	-11%
CC(C)CN(C(=O)c1cccc([N+](=O)[O-])c1)c1c(N)n(CC(C)C)c(=O)[nH]c1=O	0.5%	-1%	-2%	4%	-63%
COc1ccc2nc(NC(=O)Nc3ccccc3OC)sc2c1	i	3%	13%	4%	4%

Brought forward from above: 2 entries; new compounds follow.
SMILES	VEEV TC-83 Vero	H37Rv inhibition	PhoP GFP inhibition	H1N1 NS1A inhibition	tuberculosis growth	others
CC(C)CN(C(=O)c1cccc([N+](=O)[O-])c1)c1c(N)n(CC(C)C)c(=O)[nH]c1=O	0.5%	-1%	-2%	4%	-63%
COc1ccc2nc(NC(=O)Nc3ccccc3OC)sc2c1	i	3%	13%	4%	4%
O=C(NCCCN1CCCC1=O)c1cc(S(=O)(=O)N2CCOCC2)c(Cl)cc1Cl	0.8%	·	·	-11%	·
CC(=O)Nc1ccc2c(c1)nc(CCN1CCN(c3ccccn3)CC1)n2C	0.8%	7%	12%	-8%	-3%
COc1ccc(C(=O)Cn2cnc3ccccc3c2=O)cc1	0.5%	-1%	-1%	10%	-10%
CN1CCN(C(=S)C(=O)Nc2ccc(Br)cc2)CC1	0.5%	-3%	13%	4%	8%
Cc1[nH][nH]c(=O)c1N=Nc1ccc(S(N)(=O)=O)cc1	0.9%	-1%	0%	·	3%
Clc1ccc(COn2c(-c3ccccc3)nc3ccccc32)cc1	i	-3%	-4%	-2%	51%
CCOC(=O)C1=C(O)/C(=C\c2ccc(O)c(OCC)c2)N=C1C	0.4%	3%	6%	-13%	-9%
CC(C)CNC(=O)c1c(N)n(Cc2ccc3c(c2)OCO3)c2nc3ccccc3nc12	7.3%	0%	-3%	4%	19%
Cc1ccc2nc(C)c(Cl)c(=O)n2c1	1.9%	-6%	-10%	2%	80%
C[C@]12CCC3C(CC[C@H]4CC(O)CC[C@]34C)C1CC/C2=N/NC(=O)c1ccncc1 (some centres not stated)	4.4%	?	-6%	6%	55%
CC(C)NC(=O)/C(C#N)=C/c1ccc2c(c1)OCCO2	0.9%	2%	-6%	12%	-11%
CCN1C(=O)/C(=C/c2ccc3c(c2)CCN3CCCCl)C(=O)NC1=S	1.4%	5%	9%	2%	49%	VEEV TC-83 Vero 10K pilot screen=5.7
Cc1ccc(Sc2ncccc2/C=N/O)cc1	4.7%	2%	6%	-5%	18%
COc1cc(C(=O)NC(c2ccccc2)c2ccccc2)cc(Cl)c1OC	0.8%	8%	0%	3%	-12%	VEEV TC-83 Vero 10K pilot screen=0.4
COc1ccccc1-n1c(SCC(=O)N2CCOCC2)nc2ccccc2c1=O	4.1%	6%	1%	-1%	10%
COc1ccc(C)cc1NC(=O)C(OC(=O)c1cnc(C)cn1)c1ccccc1 (configuration not stated)	2.2%	10%	-3%	3%	7%
Cc1nc2nc(COc3ccccc3)[nH]n2c(=O)c1C	5.7%	-2%	6%	6%	-22%
COc1ccc(N(CC(=O)NC2CCCCC2)C(=O)c2ccc(C)s2)cc1OC	i	2%	-11%	-7%	-8%
Cc1ccc(C)c(NS(=O)(=O)c2cc3c4c(c2)CC(=O)N4CCC3)c1	0.2%	-5%	-7%	-7%	14%
